From PubChem
14-3-3g Raf = alters human 14-3-3 gamma binding to Raf peptide; P61981; FP, 14-3-3gamma / TMR-pS259-Raf peptide binding; inhibition, % at 40 µM; actives 0.19% (n = 160,000); in the data active = inhibition above about 30%;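 also: 0% = protein plus tracer without compound and 100% = blank with tracer alone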
Target sequence (P61981 whole entry, looked up): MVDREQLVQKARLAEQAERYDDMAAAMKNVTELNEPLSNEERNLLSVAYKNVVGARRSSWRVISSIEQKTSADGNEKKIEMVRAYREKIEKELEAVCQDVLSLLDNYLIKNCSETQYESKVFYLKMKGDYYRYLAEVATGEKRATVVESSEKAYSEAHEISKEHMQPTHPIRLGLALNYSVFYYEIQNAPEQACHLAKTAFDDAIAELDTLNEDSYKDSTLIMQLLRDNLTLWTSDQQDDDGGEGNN
Active calls of the source: *; & = joins results of further samples. This is a subset; count on the stated rates, not on these rows.

SMILES	14-3-3g Raf
O=C1CC(c2ccccc2)C(C(=O)O)N1 (centres undefined)	0
CCN1CCc2c(sc(NC(=O)c3ccc(S(=O)(=O)N(CC)CC)cc3)c2-c2nc3ccccc3s2)C1	-26
O=C(Cn1ccc2ccccc2c1=O)NCC1COc2ccccc2O1 (centres undefined)	-5
Cc1ccc(F)cc1N1C(=O)C2C3C=CC(C3)C2C1=O (centres undefined)	-6
CN(CC(=O)Nc1ccc(C(F)(F)F)cc1)S(=O)(=O)c1ccc(Br)s1	0
COc1cc(OC)cc(-n2nc(C(=O)Nc3ccc(C)c(F)c3)c3ccccc3c2=O)c1	7
C=CCSc1nc2c(cnn2-c2ccc(C)cc2)c(=O)[nH]1	13
CCOc1ccc(S(=O)(=O)N=C2C=C(Nc3c(C)cc(C)cc3C)C(=O)c3ccccc32)cc1	-67
Cc1cccc(NC(=O)CSc2nc3c(c(=O)n2-c2ccc(F)cc2)SCC3)c1C	0
O=C(Nc1ccc(-c2nc3ccccc3o2)c(O)c1)c1ccc([N+](=O)[O-])cc1	-26
COc1ccc(-c2cc(C(=O)Nc3cc(S(N)(=O)=O)ccc3C)c3ccccc3n2)cc1OC	-6
CCOc1ccccc1NC(=O)CSc1nnc(-c2cnccn2)n1CC	-1
O=C(NCc1ccccc1)N(Cc1cc2cc3c(cc2[nH]c1=O)OCO3)CC1CCCO1 (centres undefined)	-3
CCOC(=O)C1=C(O)/C(=C/N(C)C)N=C1C	3
Nc1nc(-c2ccc(Cl)cc2)cs1	-3
Nc1cccc(-c2nc3ccc(N)cc3[nH]2)c1	3
COc1cc(C2C(C(=O)c3ccc(C)o3)=C(O)C(=O)N2c2cc(C)on2)ccc1O (centres undefined)	-7
CCOC(=O)C(C(=O)OCC)[C@@H]1CS(=O)(=O)C[C@H]1C(C(=O)OCC)C(=O)OCC	-4
Nc1c(Br)cc2oc(-c3ccccc3)nc2c1Br	-8
CCOC(=O)c1sc2nc(Cc3ccccc3)nc(NCc3ccccn3)c2c1C	0
C=CCOc1ccc(C2/C(=C(\O)c3ccc(C)cc3)C(=O)C(=O)N2c2nnc(C)s2)cc1 (centres undefined)	-7
CCCCOc1ccc(C(=O)CCN2CCCCC2)cc1	-3
COc1ccc2[nH]c(=O)c(CN(C(=O)c3ccccn3)c3ccccc3)cc2c1	4
C=CCN1C(=O)/C(=C2/Sc3ccccc3N2C)SC1=Nc1c(C)n[nH]c1C	-16
CCCc1cc(C(N)=O)c(NC(=O)c2cc(C)on2)s1	-76

A second format for some results above.
> CN(CC(=O)Nc1ccc(C(F)(F)F)cc1)S(=O)(=O)c1ccc(Br)s1
- 14-3-3g Raf = 0

> COc1cc(OC)cc(-n2nc(C(=O)Nc3ccc(C)c(F)c3)c3ccccc3c2=O)c1
- 14-3-3g Raf = 7

> C=CCSc1nc2c(cnn2-c2ccc(C)cc2)c(=O)[nH]1
- 14-3-3g Raf = 13

An excerpt from above in order of their number in 14-3-3g Raf, descending.
SMILES	14-3-3g Raf
C=CCSc1nc2c(cnn2-c2ccc(C)cc2)c(=O)[nH]1	13
O=C1CC(c2ccccc2)C(C(=O)O)N1 (centres undefined)	0
CCOc1ccccc1NC(=O)CSc1nnc(-c2cnccn2)n1CC	-1

Other entries follow.
SMILES	14-3-3g Raf
O=C1C(=O)N(Cc2cccnc2)C(c2cccc(Oc3ccccc3)c2)/C1=C(\O)c1ccc(Cl)cc1 (centres undefined)	4
CCOC(=O)c1c(C)nc2ccccn12	-3
O=C(NCc1ccc2c(c1)OCO2)C1CC(=O)N(C2CCCCCC2)C1 (centres undefined)	1&-3
COCCN1C(=S)NC2c3ccccc3OC1(C)C2C(=O)N(C)C (centres undefined)	-10
CC1=C(C(=O)Nc2ccccc2Cl)C(c2ccc(Br)cc2)NC(=O)N1 (centres undefined)	-1
CCOC(=O)c1oc2ccc(S(=O)(=O)N3CCOCC3)cc2c1C	1&-5
O=C(Nc1cccc(C(F)(F)F)c1)c1ccc(Cl)c([N+](=O)[O-])c1	-3
CC1CC(C)CN(C(=O)CSc2nnc(-c3ccc(F)cc3)o2)C1 (centres undefined)	-9
COc1cc(C(=O)NCc2cn3ccccc3n2)cc(OC)c1OC	3
CCN1CCCC1CNC(=O)c1cc2c(=O)[nH]c3ccccc3c2s1 (centres undefined)	-24
CCOc1ccc(C(=O)Cc2ccc3oc(C(=O)O)cc3c2)c(O)c1	-1
Cc1nc2c(C(=O)N3CCOCC3)c[nH]n2c(=O)c1Cc1ccc(Cl)cc1	-7
O=C(O)c1cc(-c2ccc(F)cc2)nc2ccccc12	2
Cc1noc(NS(=O)(=O)c2ccc(NC(=O)CSc3ncccn3)cc2)c1C	-1
CCOc1ccc(-n2c(=O)c3c(C)c(C(=O)N(C)C)sc3n(Cc3cccc(F)c3)c2=O)cc1	-10
Cc1cccc(C)c1N1CCc2cnn(C(=O)Nc3ccc(Cl)cc3)c21	0
O=C(NCCN1CCN(C(=O)c2cc3ccccc3oc2=O)CC1)c1cc2ccccc2oc1=O	-9&12
COc1ccc2c(Cl)c(-c3nnc4n3CCCCC4)sc2c1	4
COc1ccc(C=Nc2ccc3nc(-c4ccccc4)[nH]c3c2)cc1OC	-11
Cc1cc(C(=O)OCC(=O)Nc2cc(C)on2)c2ccccc2n1	-6
CC1CC(C)CN(c2ncnc3c2cnn3Cc2ccc(Cl)cc2)C1 (centres undefined)	5
Cc1ccc2c(c1)C(c1ccccc1)N(C(=O)c1ccc(Br)o1)CC(=O)N2 (centres undefined)	-6&-5
Cc1ccc(-n2c(=O)c3ccccc3n(Cc3ccccc3C#N)c2=O)cc1	-2
CCc1nc(Nc2nc3ccccc3s2)nc2c1CCCC2	-5
O=C(Nc1ccc(F)cc1)c1ccc(NS(=O)(=O)c2cccs2)cc1	-13
CC1CCCCN1C(=O)Cn1c(=O)n(Cc2ccccc2)c(=O)c2c3c(sc21)CCC3 (centres undefined)	-2

Random excerpt: 3 records from the list.
SMILES	14-3-3g Raf
Cc1ccc(F)cc1N1C(=O)C2C3C=CC(C3)C2C1=O (centres undefined)	-6
CCOC(=O)c1c(C)nc2ccccn12	-3
CCN1CCCC1CNC(=O)c1cc2c(=O)[nH]c3ccccc3c2s1 (centres undefined)	-24

Structures shown so far that have a furan ring, fused or not (4):
SMILES	14-3-3g Raf
COc1cc(C2C(C(=O)c3ccc(C)o3)=C(O)C(=O)N2c2cc(C)on2)ccc1O (centres undefined)	-7
CCOC(=O)c1oc2ccc(S(=O)(=O)N3CCOCC3)cc2c1C	1&-5
CCOc1ccc(C(=O)Cc2ccc3oc(C(=O)O)cc3c2)c(O)c1	-1
Cc1ccc2c(c1)C(c1ccccc1)N(C(=O)c1ccc(Br)o1)CC(=O)N2 (centres undefined)	-6&-5
